RAD52 inh – blocks human RAD52 DNA annealing. P43351. recombinant RAD52 DNA annealing, FRET fluorescence. inhibition, % at 18.7 µM. hit rate 0.46% among 360,000;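 active means every replicate showing at least 50% inhibition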
E-selectin induc – E-selectin induction on HUVECs; activation, % at 7.58 µM; AID 686992; hit rate 0.37% among 260,000; HUVEC E-selectin immunofluorescence imaging; normalized: neutral wells 0, TNF-alpha wells 100; P16581;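 active means mean E-selectin-positive cell signal at least 10% of the positive control, reached in at least 60% of replicates, without over 20% cell loss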;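 further: in these data hits start at about 27%; measured in HUVEC primary endothelial cells; signal is the percent of cells scored E-selectin positive by PE staining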
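material = human umbilical vein endothelial cells (HUVEC), E-selectin induction | quantity = 3,000 cells/well | medium = EGM-2 growth medium on 0.1% gelatin-coated wells | technique = immunofluorescence imaging | read-out basis = % PE-positive cells | control set = TNF-alpha positive control, DMSO neutral control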
Xi reactivation – activators of X-chromosome reactivation in mouse fibroblasts | AID 743238 | hit rate 0.055% among 360,000 | activation, % at 7.58 µM | XiGFP mouse fibroblasts, % GFP-positive cells imaging, 3 d; cells co-treated with 5-aza-dC sensitizer; scaled so ellipticine positive control = 100%;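 active means mean normalized replicate activation at least 10% and every replicate at or above 10%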;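 further: 0% = median of on-plate neutral control wells and 100% = ellipticine 6 µM median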
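Assay system – SV40-immortalized XiGFP fibroblast cells, line 68-5-11 · Buffer or medium – DMEM supplemented with 5-aza-dC as sensitizing agent · Dosing – one concentration, pinned · Benchmarks – positive control ellipticine, 6 µM final · Times – 3 days compound exposure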
EWS-Fli block – EWS/Fli transcriptional activity inhibition | hit rate 0.67% among 350,000 | inhibition, % at 12.6 µM | A673 NR0B1-luciferase reporter, viability-normalised;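 active means mean inhibition of at least 50% after viability correction, with every replicate also passing that limit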;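 further: firefly luciferase signal divided by Alamar Blue viability fluorescence both relative to DMSO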
esBAF inh – inhibitors of esBAF chromatin remodeling in mouse ES cells | reporter increase, % at 12.5 µM | hit rate 2% among 350,000 | Bmi1-luciferase knock-in reporter, 24 h; 100% = twice the neutral-well signal; in the data active means activation above about 40%;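 further: 0% = median of the plate's neutral control wells and 100% = double that signal; a rise in the Bmi1 reporter signal indicates esBAF inhibition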
S100A4 inh HTS – S100A4-myosin IIA interaction inhibition. AID 652163. P26447. hit rate 0.14% among 360,000. S100A4/TAMRA-MyoIIA peptide fluorescence polarization. inhibition, % at 10.7 µM;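 active means mean inhibition of at least 70% across replicates, with every replicate also reaching that level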
Target sequence (P26447 whole entry, looked up): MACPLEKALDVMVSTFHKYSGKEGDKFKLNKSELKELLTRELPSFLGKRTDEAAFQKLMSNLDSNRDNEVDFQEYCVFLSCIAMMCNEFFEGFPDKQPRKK
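Assay system: human S100A4 monomer with TAMRA-labelled myosin IIA peptide / Buffer or medium: Calcium-containing HEPES buffer, pH 7.2 / Reagent: TAMRA-labelled myosin IIA heavy-chain peptide probe, 5 nM / Compound: one dose per compound / Timing: polarization read 5 min after assay mix addition, stable 5–60 min / Benchmarks: neutral control DMSO, positive control TFP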
RAD54 inh – RAD54 (human) branch migration inhibition | RAD54 Holliday junction branch migration, FAM/BHQ fluorescence | inhibition, % at 10.4 µM | hit rate 0.14% among 360,000;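 active means mean normalized replicate activity at least 40 and at least half of replicates scoring 40 or more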;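 further: 0% = median of neutral control wells and 100% = median of positive control wells; inhibitors cause a drop in the FAM fluorescence signal; in these data hits start at about 50%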
Target sequence (Q92698 whole entry, looked up): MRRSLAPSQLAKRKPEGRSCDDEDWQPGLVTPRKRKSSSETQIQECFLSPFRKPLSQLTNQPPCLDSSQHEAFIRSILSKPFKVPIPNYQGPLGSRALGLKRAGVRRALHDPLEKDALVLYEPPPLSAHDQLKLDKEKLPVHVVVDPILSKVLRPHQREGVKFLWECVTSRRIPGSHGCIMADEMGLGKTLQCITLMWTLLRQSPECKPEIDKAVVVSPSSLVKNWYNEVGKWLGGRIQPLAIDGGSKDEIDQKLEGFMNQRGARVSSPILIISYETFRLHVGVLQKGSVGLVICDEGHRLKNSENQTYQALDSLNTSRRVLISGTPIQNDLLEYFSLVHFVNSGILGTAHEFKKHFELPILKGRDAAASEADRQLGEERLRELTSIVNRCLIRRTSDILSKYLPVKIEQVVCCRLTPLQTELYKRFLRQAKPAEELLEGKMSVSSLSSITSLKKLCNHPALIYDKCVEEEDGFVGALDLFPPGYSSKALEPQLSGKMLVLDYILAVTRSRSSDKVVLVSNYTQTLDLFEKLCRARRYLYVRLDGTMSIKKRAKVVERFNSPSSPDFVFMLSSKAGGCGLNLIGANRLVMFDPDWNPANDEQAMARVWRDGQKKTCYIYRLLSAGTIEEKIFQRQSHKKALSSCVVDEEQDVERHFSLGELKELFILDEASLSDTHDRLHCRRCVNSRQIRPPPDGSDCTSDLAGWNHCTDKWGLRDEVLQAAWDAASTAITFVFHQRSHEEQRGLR
FN deposition inh – fibronectin deposition inhibition. AID 743247. AH1F fibroblasts, Alexa488-fibronectin deposition fluorescence, overnight. hit rate 0.086% among 350,000. inhibition, % at 12.6 µM;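 active means mean inhibition across replicates of 30% or more, regardless of how many single replicates reach that level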;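 further: positive control wells lacked labelled fibronectin entirely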
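Measured by – fluorescence 485/525 nm · System – AH1F fibroblast monolayer, labelled fibronectin deposition · Amount – 10000 cells per well · Buffer or medium – serum-reduced DMEM (2% serum) · Doses – single dose, pinned · Also added – fluorescent fibronectin at 24 nM final · Schedule – 1 h cell attachment, overnight exposure to compound and label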
* = called active by the depositor; nt = no result given; & = joins results of further samples.

nr	canonical_smiles	RAD54 inh	EWS-Fli block	S100A4 inh HTS	E-selectin induc	FN deposition inh	Xi reactivation	RAD52 inh	esBAF inh
1	C[C@H](CO)N1C[C@H](C)[C@H](CN(C)C(=O)Nc2ccccc2)OCCCC[C@H](C)Oc2ccc(N(C)C)cc2C1=O	nt	0.1	nt	0.1	nt	0.0	nt	9.6
2	O=C(N/N=C/C(Br)=C/c1ccccc1)c1ccccc1F	2.5	-84.2	1.0	0.2	2.4	0.0	-16.1	51.2*
3	O=C(N[C@H](C(=O)O)c1ccccc1)C1CCC(Cn2cnc3ccccc3c2=O)CC1 (some centres not stated)	nt	-3.8	-6.0	0.6	-7.3	0.1	-12.2	nt
4	C[C@@H]1CN([C@@H](C)CO)C(=O)c2cc(NS(=O)(=O)c3ccccc3)ccc2O[C@H]1CN(C)Cc1ccc(C(=O)O)cc1	-11.0	-3.8	-18.6	6.1	nt	-0.1	-2.4	4.1
5	Cc1nn(Cc2ccc(Cl)c(Cl)c2)c(C)c1NC(=O)c1cc(CC(C)C)on1	11.9	1.4	7.0	1.4	-3.1	0.2	-12.6	-14.5
6	CCOC(=O)Cn1c(=O)c(C#N)cn(C(C)C)c1=O	-6.1	4.2	-0.3	1.9	-5.0	-0.1	3.0	nt
7	CCCC#Cc1cnc2c(c1)C(=O)N([C@@H](C)CO)C[C@H](C)[C@@H](CN(C)C(=O)Cc1ccncc1)O2	-4.1	5.7	-19.2	0.5	nt	-0.7	-2.1	-1.4
8	O=C(NC1CCCC1)N1CC2(C1)[C@@H](c1ccccc1)[C@@H](CO)N2S(=O)(=O)Cc1ccccc1	nt	0.6	15.5	0.0	-10.8	0.1	-1.0	nt
9	CC1CCCN(S(=O)(=O)c2ccc(C(=O)Nc3nnc(-c4ccncc4)o3)cc2)C1 (configuration not stated)	nt	31.0	-1.9	1.6	-3.5	0.4	-16.3	-11.6
10	CSc1ncccc1C(=O)N1CCCC(Nc2ccc(C)c(C)c2)C1 (configuration not stated)	2.9	10.8	-4.7	-0.5	9.9	0.3	1.2	2.6
11	C=CCn1c(CCNC(=O)c2ccccc2F)nnc1SCC(=O)Nc1ccccc1F	-5.8	nt	1.3	nt	-0.9	0.0	3.2	-5.4
12	CCC(=O)N1[C@H](CO)[C@H](c2ccc(-c3ccccc3)cc2)[C@H]1CNC(=O)COC	nt	8.5	-2.5	0.1	-1.4	0.1	-24.2	nt
13	COc1cc(NC2=CC(=O)CC(C)(C)C2)cc(OC)c1	5.9	1.0	-4.3	nt	nt	nt	-16.5	-0.3
14	CCCCNC(=O)CSc1nc2ccc(Nc3nc(N4CCOCC4)nc(N4CCOCC4)n3)cc2s1	nt	9.3	-4.5	-1.1	-3.8	0.2	-2.9	nt
15	C[C@@H]1CN([C@H](C)CO)S(=O)(=O)c2ccc(-c3ccncc3)cc2O[C@H]1CN(C)C(=O)c1ccc2c(c1)OCO2	6.4	4.4	10.5	-0.2	nt	0.4	12.0	0.9

Of the compounds above, these have fluorine:
nr	canonical_smiles	RAD54 inh	EWS-Fli block	S100A4 inh HTS	E-selectin induc	FN deposition inh	Xi reactivation	RAD52 inh	esBAF inh
2	O=C(N/N=C/C(Br)=C/c1ccccc1)c1ccccc1F	2.5	-84.2	1.0	0.2	2.4	0.0	-16.1	51.2*
11	C=CCn1c(CCNC(=O)c2ccccc2F)nnc1SCC(=O)Nc1ccccc1F	-5.8	nt	1.3	nt	-0.9	0.0	3.2	-5.4

Next results:
nr	canonical_smiles	RAD54 inh	EWS-Fli block	S100A4 inh HTS	E-selectin induc	FN deposition inh	Xi reactivation	RAD52 inh	esBAF inh
16	COCC(=O)Nc1ccc2c(c1)C(=O)N(C)C[C@@H](OC)[C@@H](C)CN(Cc1cccnc1)[C@H](C)CO2	-7.5	-7.3	8.0	0.0	0.3	0.2	4.6	3.1
17	CCC(CC)CN1C(Nc2ccccc2)=NC[C@@H]1C	-12.6	-9.4	0.2	-0.1	1.9	0.0	-0.8	4.0
18	CCCCCCc1nc2nc(Cl)c(Cl)nc2[nH]1	7.1	-11.1	0.8	1.3	nt	0.0	8.9	0.9
19	COc1ccnc(CN(C)C(=O)C2CCC(=O)N(CCN(C)C)C2)c1 (configuration not stated)	-6.2	nt	-24.2	nt	6.5	0.0	-14.0	2.0
20	Cn1cccc1C(=O)NCCc1ccc(Cl)cc1	-0.8	-85.4	-1.7	nt	2.8	0.3	-7.2	56.7*
21	C[C@@H]1CN([C@@H](C)CO)C(=O)c2cc(NC(=O)CCC(F)(F)F)ccc2O[C@H]1CN(C)Cc1ccc(-c2ccccc2)cc1	3.2	5.6	-10.5	0.0	15.5	-0.3	-17.3	-1.4
22	O=S(=O)(c1ccccc1)N1CCCCN2[C@H](C1)[C@@H](c1ccc(C#CC3CCCC3)cc1)[C@@H]2CO	-2.9	1.0	-4.1	-0.2	-3.3	0.0	-8.0	1.4
23	Cc1cc(C2C(=O)NC(=O)C2=O)c(C)cc1Br (configuration not stated)	5.0	8.7	-9.2	-0.1	1.1	0.1	-4.7	-6.5
24	O=C(N=Nc1c(O)[nH]c2ccccc12)c1cc(-c2cccs2)[nH]n1	3.3	-62.2	0.9	-0.3	2.1	0.0	-7.3	nt
25	CS(=O)(=O)N1CC(=O)N2[C@@H](CO)[C@H](c3ccc(C#CCC4CCCC4)cc3)[C@@H]2C1	nt	-3.6	-29.3	0.0	0.7	0.2	2.9	nt
26	COc1ccc(CNC(=O)COC(=O)CN2C(=O)NC3(CCCC3)C2=O)cc1	2.6	-9.2	-3.4	-0.8	-7.7	0.1	-24.1	-2.6
27	CN1CC[C@@H]2CN(S(=O)(=O)c3ccccc3)[C@H](c3ccccc3Br)C[C@@H]21	nt	6.2	0.0	-0.3	4.0	0.6	6.2	nt
28	COc1cccc(CNc2nc3cc(-c4ccccc4CO)sc3c(=O)n2C)c1	-8.9	14.4	2.0	0.2	-2.0	0.0	-3.8	2.5
29	COc1cc(CN2CCCC(CO)(Cc3ccccc3)C2)ccc1O (configuration not stated)	0.4	9.9	-6.9	-0.1	0.4	0.0	-21.7	-1.1
30	COc1cccc(S(=O)(=O)Nc2ccc3c(c2)[C@@H]2C[C@@H](CC(=O)NCc4ccc(Cl)cc4)O[C@@H](CO)[C@@H]2O3)c1	-0.3&-4.4	55.2*	2.5&-1.2	0.0&0.4	-3.4	0.4&0.6	-16.7&-10.1	-7.7&-9.5

Reformatted screen by screen: 3 of the compounds above.
[16] COCC(=O)Nc1ccc2c(c1)C(=O)N(C)C[C@@H](OC)[C@@H](C)CN(Cc1cccnc1)[C@H](C)CO2
[17] CCC(CC)CN1C(Nc2ccccc2)=NC[C@@H]1C
[18] CCCCCCc1nc2nc(Cl)c(Cl)nc2[nH]1
Screen / compound no.	16	17	18
RAD54 inh	-7.5	-12.6	7.1
EWS-Fli block	-7.3	-9.4	-11.1
S100A4 inh HTS	8.0	0.2	0.8
E-selectin induc	0.0	-0.1	1.3
FN deposition inh	0.3	1.9	nt
Xi reactivation	0.2	0.0	0.0
RAD52 inh	4.6	-0.8	8.9
esBAF inh	3.1	4.0	0.9

Next section
nr	canonical_smiles	RAD54 inh	EWS-Fli block	S100A4 inh HTS	E-selectin induc	FN deposition inh	Xi reactivation	RAD52 inh	esBAF inh
31	COc1ccc(C2(C)NC(=O)N(CC(=O)Nc3ccc4[nH]c(=O)[nH]c4c3)C2=O)cc1 (configuration not stated)	-13.9	1.2	-2.1	nt	-2.0	0.1	-0.2	0.7
32	Cc1cc(-c2nnc(SCC(=O)Nc3ccccn3)o2)no1	nt	-24.5	-2.2	0.0	5.8	-0.1	-23.0	nt
33	O=C(C[C@H]1CC[C@H](NC(=O)C2CC2)[C@@H](CO)O1)Nc1ccccc1	-4.5	nt	7.8	0.2	-18.5	0.5	-1.3	-1.0
34	O=C(c1ccc(Br)s1)N1CCN(c2ccccn2)CC1	6.6	-1.7	-6.4	0.0	1.7	0.2	-23.3	-0.8
35	Cc1onc(-c2ccccc2)c1CNC(=O)Nc1ccc(C(F)(F)F)cc1	9.1	8.3	-0.3	nt	-0.1	0.3	-9.2	nt
36	CCOc1ccc(NC(=O)C2CC(=O)N(Cc3ccco3)C2)cc1 (configuration not stated)	-8.9	1.0	-0.1	-0.7	-3.2	0.0	-12.8	-0.9
37	CCC(C)C(NC(=O)c1ccccc1NC(=O)c1ccccc1)C(=O)O (configuration not stated)	-2.6	4.0	1.3	0.3	-5.8	0.0	6.8	1.0
38	Cc1c(N)cc[n+](CC(=O)c2ccccc2)c1C	nt	14.5	-7.7	nt	nt	0.1	-7.9	-4.3
39	C[C@H]1CN([C@@H](C)CO)C(=O)c2cc(C#Cc3cccnc3)cnc2O[C@@H]1CN(C)C	3.7	-3.7	6.8	0.0	4.0	-1.0	9.7	0.6
40	N#Cc1ccc(S(=O)(=O)Nc2ccc3ccccc3n2)cc1	nt	5.6	6.8	nt	8.7	0.2	-2.0	nt
41	O=C(NCC[C@H]1CC[C@@H](NS(=O)(=O)c2ccc(F)cc2)[C@@H](CO)O1)c1ccccc1F	nt	0.4	-74.8	-0.1	nt	0.4	-56.7	nt
42	CC(C)NC(=O)N(C)C[C@H]1Oc2ccc(NC(=O)Cc3cn(C)c4ccccc34)cc2CC(=O)N([C@H](C)CO)C[C@H]1C	-10.5	nt	19.0	-0.3	-1.7	0.9	-14.3	-3.7
43	Cc1nc(C(=O)NCc2ccccc2)sc1C1(C)CC(c2cccnc2)=NO1 (configuration not stated)	-9.0	10.3	-2.6	0.0	-12.2	0.0	-24.9	1.7
44	C[C@@H]1CN([C@H](C)CO)C(=O)c2cc(NC(=O)Nc3ccccc3)ccc2O[C@@H](C)CCCCO[C@H]1CN(C)S(=O)(=O)c1ccccc1	-2.1	13.0	nt	nt	3.7	0.0	nt	1.7
45	Cc1ccc(NS(=O)(=O)c2ccc(C(=O)N3CCCCCCC3)cc2)cc1	-4.0	4.0	-2.2	nt	-7.1	0.1	-2.3	-1.6
46	C[C@H](CO)N1C[C@H](C)[C@H](CN(C)C(=O)NC2CCCCC2)Oc2ccc(NC(=O)Nc3ccc4c(c3)OCO4)cc2C1=O	-1.1	-11.0	3.3	0.0	nt	-0.3	-4.9	11.3
47	CCCC(=O)Nc1ccc(C(=O)COC(=O)C2=COCCO2)cc1	nt	-1.2	-2.5	0.3	2.7	0.0	-1.1	nt
48	Cc1ccc(C(=O)c2c3ccccc3[n+]([O-])n2CCC(N)=O)cc1	-5.0	5.8	-0.3	-0.5	7.6	0.0	-13.5	0.2

Three entries already listed, ordered by the value under RAD52 inh, descending.
| no. | Compound | S100A4 inh HTS | RAD52 inh | esBAF inh |
| --- | --- | --- | --- | --- |
| 36 | CCOc1ccc(NC(=O)C2CC(=O)N(Cc3ccco3)C2)cc1 (configuration not stated) | -0.1 | -12.8 | -0.9 |
| 42 | CC(C)NC(=O)N(C)C[C@H]1Oc2ccc(NC(=O)Cc3cn(C)c4ccccc34)cc2CC(=O)N([C@H](C)CO)C[C@H]1C | 19.0 | -14.3 | -3.7 |
| 32 | Cc1cc(-c2nnc(SCC(=O)Nc3ccccn3)o2)no1 | -2.2 | -23.0 | nt |

Bioassay records: PubChem, Broad Institute
